High-throughput results from PubChem BioAssay.
zfTRPN1 agonist: agonists of zebrafish TRPN1 channel. HEK293 zebrafish TRPN1-YFP, Fluo-8 calcium fluorescence; 100% = response to 87 µM carbachol. AID 1424. actives 0.18% (n = 220,000). activation, % at 3 µM;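 active means activation above its plate's cutoff, the mean activation of test wells on that plate plus 3 SD, cut at about 19% in these data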;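 further: 0% = DMSO alone and 100% = 87 µM carbachol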
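Material – zebrafish TRPN1-YFP in HEK293 cells · Doses – 3 µM single point · Schedule – dye 1 h 37 °C plus 30 min RT · Signal – Fluo-8 calcium fluorescence, excitation 470-495 nm, emission 515-575 nm · Read-out – % activation versus carbachol response · Control set – carbachol high, DMSO low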
Mdm2 ligase inh: inhibitors of human Mdm2 E3 ubiquitin ligase | actives 0.11% (n = 210,000) | signal enhancement, % at 5 µM | AID 1230 | cell-based MDM2 ubiquitination luciferase reporter, 2 h; 0 = plate control, 100 = twice control, blank-subtracted;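 active means signal enhancement of 30% or more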;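 further: luminescence tracks abundance of the self-degrading MDM2-luciferase fusion protein; higher signal means inhibition of MDM2 E3 ligase activity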
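Assay system: mammalian cells stably expressing self-ubiquitinating, self-degrading MDM2 E3–luciferase fusion. Quantity: 2000 cells in each well. Medium: DMEM culture medium. Compound dosing: single-point 5 µM. Timing: cell settling 4 h, compound treatment 2 h, both 37 °C. Technique: luciferase luminescence. Read-out basis: percent signal gain over controls, blank-subtracted. Benchmarks: plate controls and plate blanks.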
TNF necrop inh: TNF-alpha cell death inhibition in Jurkat FADD-/- cells | Jurkat FADD-/- TNF necroptosis rescue, ATP luminescence, 24 h; 0 = TNF only, 100 = no-TNF cells | activation (protection from cell death), % at 10 µM | actives 0.068% (n = 220,000);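 active means activation, meaning protection from cell death, of at least 50% relative to plate controls; inactive means activation below 50%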;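 further: necroptosis triggered by 40 ng/mL TNF-alpha added together with compound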
PPC-1+TRAIL kill: compounds killing PPC-1 cancer cells with TRAIL present (potentiator screen, no TRAIL-free arm); PPC-1 cells + TRAIL, ATPLite viability luminescence; cell killing (% activity), % at 4 µM; actives 0.41% (n = 220,000);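 active means cell killing above 50% in the first pass at 4 µM, then a duplicate retest at 5 µM averaging 50% or more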;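 further: plate controls were cells with TRAIL plus DMSO for no effect and medium-only wells lacking cells for full effect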
EBV gp42 inh: blocks Epstein-Barr virus glycoprotein 42 binding; Fluorescence polarization binding assay, mP read-out; actives 0.42% (n = 220,000); inhibition, % (tested at 21.74 µM); Q1HVG2; AID 1085; in the data active means inhibition above about 50%
Target sequence (Q1HVG2 whole entry, looked up): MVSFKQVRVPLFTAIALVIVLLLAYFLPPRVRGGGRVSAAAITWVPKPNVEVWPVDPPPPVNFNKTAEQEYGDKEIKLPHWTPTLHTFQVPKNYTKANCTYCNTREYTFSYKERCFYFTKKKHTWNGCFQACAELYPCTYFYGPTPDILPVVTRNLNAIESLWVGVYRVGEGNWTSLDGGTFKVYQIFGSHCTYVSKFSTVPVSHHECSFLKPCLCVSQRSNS
TRPML3 ag: agonists of human TRPML3 channel; actives 0.29% (n = 220,000); AID 1448; HEK293 TRPML3-YFP, Fluo-8 calcium fluorescence; 100% = the carbachol control signal; Q8TDD5; activation, % at 3 µM;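 active means activation above its plate's cutoff, the mean activation of the plate's test wells plus 3 SD, cut at about 12% in these data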;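 further: 0% = DMSO only wells and 100% = carbachol wells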
Target sequence (Q8TDD5 whole entry, looked up): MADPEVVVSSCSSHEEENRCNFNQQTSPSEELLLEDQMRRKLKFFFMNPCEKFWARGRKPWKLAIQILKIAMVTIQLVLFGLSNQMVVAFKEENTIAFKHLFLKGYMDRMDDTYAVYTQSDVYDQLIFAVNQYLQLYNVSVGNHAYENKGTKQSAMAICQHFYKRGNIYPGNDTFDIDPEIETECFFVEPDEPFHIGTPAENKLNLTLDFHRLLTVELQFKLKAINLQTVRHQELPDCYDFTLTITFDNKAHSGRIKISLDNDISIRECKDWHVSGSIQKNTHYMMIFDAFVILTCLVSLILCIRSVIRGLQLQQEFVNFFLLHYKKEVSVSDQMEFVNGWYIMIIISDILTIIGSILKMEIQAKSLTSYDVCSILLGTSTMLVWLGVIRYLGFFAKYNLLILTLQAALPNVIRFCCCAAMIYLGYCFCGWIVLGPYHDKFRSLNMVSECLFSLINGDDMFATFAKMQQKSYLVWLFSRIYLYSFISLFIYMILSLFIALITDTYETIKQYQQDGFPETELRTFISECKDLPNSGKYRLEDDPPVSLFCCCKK
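Material: TRPML3-YFP stable HEK293 cells | Dosing: One concentration, 3 µM nominal, 0.3% DMSO | Timing: 125 s total fluorescence read per well | Technique: Fluo-8 calcium dye fluorescence, ex 470-495, em 515-575 nm | Measure: Percent activation from peak-to-basal fluorescence ratio, scaled between DMSO and carbachol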
CHOP inhibitor: inhibitors of CHOP induction in ER stress response. CHO-K1 CHOP-promoter luciferase, tunicamycin-induced, 15-18 h. inhibition, % at 10 µM. actives 3.8% (n = 220,000). AID 2732;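 active means compounds that reduced the stress-induced luciferase reporter signal by more than about 70% of percent inhibition, limit read from the data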;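 further: 0% = tunicamycin plus vehicle and 100% = wells without tunicamycin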
Runt-SMMHC FRET: blocks binding of human RUNX1 Runt domain to CBFb-SMMHC | Cerulean-Runt/Venus-CBFb-SMMHC FRET ratio 530/480, 1 h | Q01196+Q13951 | inhibition, % at 20 µM | AID 1434 | actives 0.74% (n = 220,000);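 active means mean inhibition across duplicate retests at 20 µM reaching about 50%, limit read from the data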;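 further: 0% = DMSO wells and 100% = wells with excess untagged CBFb-SMMHC; inhibitors lower the FRET ratio by blocking Runt binding to CBFb-SMMHC; some results filed as inactive read as strong as hits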
NCF1 inh: p47phox (human) inhibition. P14598. p47phox/p22phox peptide binding, fluorescence polarization, 2 h. inhibition, % at 24.7 µM. actives 0.53% (n = 220,000). AID 1274;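 active means inhibition above about 30%, limit read from the data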;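 further: 0% = p47phox with labelled peptide and 100% = labelled peptide alone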
* hit, by the source's call; x = not tested or not shown; & = joins results of further samples. Compounds as they come; any-hit rate near 5.9%.

SMILES	zfTRPN1 agonist	Mdm2 ligase inh	TNF necrop inh	PPC-1+TRAIL kill	EBV gp42 inh	TRPML3 ag	CHOP inhibitor	Runt-SMMHC FRET	NCF1 inh
CC1(C)CC(=O)C2=C(C1)OC(N)=C(C#N)C2c1ccc[nH]1 (centres undefined)	-0.5	-3	-1.3	8	-3	0.4	-18	-7	-28
CCCCC(Sc1nc(N)c(NC(=O)c2ccc(OCC)cc2)c(=O)[nH]1)C(=O)O (centres undefined)	1.6	-1	0.2	3	-14	3.5	-7	0	5
Cc1ccc(C(=O)NNC(=O)c2cccc(S(=O)(=O)N3CCN(c4ccccc4)CC3)c2)cc1	1.2	8	0.8	7	-13	0.6	25	5	-15
COCCCNC(=S)NNC(=O)C(O)(c1ccccc1)c1ccccc1	-2.4	-6	-0.4	-15	12	0.2	8	1	-2
Cc1ccc(-n2c(SCC(=O)Nc3cccc(S(=O)(=O)NC4=NCCCCC4)c3)nc3ccccc3c2=O)cc1	0.1	-19	-3.4	18	-29	0.2	19	-3	-33
O=C(c1ccco1)N1CCN(S(=O)(=O)c2ccc3[nH]c(=O)oc3c2)CC1	0.5	-12	-2.5	-19	-21	0.8	-26	0	0
C=CCc1ccc(OCCOc2cccc3cccnc23)c(OC)c1	-1.7	2	1.3	-8	5	-0.8	-5	5	-3
O=C(Oc1cc(-c2ccccc2)no1)c1ccc(Cl)cc1	-0.2	-13	0.0	18	-12	1.4	21	-2	-15
CC(C)(C)NCC(O)c1cc(O)cc(O)c1 (centres undefined)	-2.1	x	2.3	6	-5	0.3	1&-8	1	-4
Cc1cc(C)n2cc(CSc3nnnn3-c3ccccc3C)nc2n1	0.7	-4	-2.6	6	-2	0.7	14	0	5
CCOc1ccccc1NC(=O)CSc1ncnc2c1oc1ccccc12	0.8	-14	-1.4	5	-11	-0.3	35	0	-4
O=C1N(C2CCCC2)C[C@@H]2C[C@@H](c3cccn3-c3nccs3)N3CCC[C@@]123	0.6	-12	1.6	2	-4	0.1	23	-3	-5
COCCNC(=O)/C(C#N)=C/c1ccc(-c2ccc(OC)cc2[N+](=O)[O-])o1	0.1	-8	-7.5	1	-21	0.3	21	1	-17
Fc1ccc(Br)cc1C1C=C(c2ccc(Br)cc2)Nc2ncnn21 (centres undefined)	-0.7	-1	-6.5	21	7	0.9	33	-7	-1
Cc1cnc(NC(=O)c2c(O)c3cccc4c3n(c2=O)CCC4)s1	-0.6	8	-4.2	1	-2	0.4	76*	0	5
COc1ccccc1OCC(=O)NN1Cc2ccccc2C1=N	-0.4	4	0.5	-9	-9	0.4	24	-2	-4
O=C(COC(=O)COc1ccccc1[N+](=O)[O-])NC1CCCC1	-0.1	-9	1.9	11	5	0.9	3	114	-7
O=C1CC(c2ccccc2)CC(O)=C1C=NCCN1CCN(C(=O)Nc2ccccc2)CC1 (centres undefined)	-0.3	-2	0.4	-12	-12	-0.2	58	1	-16
CC(C)CN(C(=O)CSc1nnc(-c2ccco2)o1)c1c(N)n(Cc2ccccc2)c(=O)[nH]c1=O	-1.9	-8	0.6	4	-9	-0.9	5	0	-10
CC12CC(c3ccccc3O1)C(C(=O)N1CCOCC1)C(=O)N2 (centres undefined)	-0.3	-5	0.1	20	-2	0.0	6	1	-5
O=C(Cn1ccc2ccccc2c1=O)NCCC(=O)NC1CCN(Cc2ccccc2)CC1	-0.6	13	-0.3	10	-7	-0.9	1	-7	-2
Clc1cncc(Cl)c1NNc1c2ccccc2nc2ccccc12	1.4	-7	1.5	3	4	1.0	47	83*	-25
CC1=C(C(=O)NC2CCC(C)CC2)C2(CCC(C)CC2)OC1=O (centres undefined)	-0.2	-18	-0.2	7	-3	1.0	16	-2	-6
Cn1nc([N+](=O)[O-])nc1Oc1ccc(C(C)(C)C)cc1	0.8	-5	3.6	7	-14	0.4	15	2	-4
CN(C)c1ccc(N=Cc2ccco2)cc1	-1.0	-7	-3.4	7	-1	0.1	-23	-3	-26
CCOC(=O)c1cc(NC(=O)SCC(=O)O)c(C)nc1C	0.1	-14	-1.0	2	2	-0.1	-16	0	0
Cc1cc2ncn(CCC(=O)NC3CCCC3)c2cc1C	1.8	-8	1.0	-2	-6	1.2	12	1	-3
O=C(Nc1ccccc1C(=O)NCC1CCCO1)c1ccco1 (centres undefined)	0.3	-16	-0.6	16	-7	0.7	-16	0	-10
Cc1ccc(Nc2nnc(SCC(=O)Nc3ncc(S(=O)(=O)c4ccc([N+](=O)[O-])cc4)s3)s2)cc1	0.0	-4	0.6	25	-2	0.7	-20	-5	24
O=C(c1ccccc1Br)N1CCN(c2ccc([N+](=O)[O-])c(N3CCOCC3)c2)CC1	-0.3	7	0.7	15	6	-0.1	19	-10	4
COc1ccc2c(C(=O)CN3CCN(CCO)CC3)c[nH]c2c1	0.8	-12	1.5	4	-23	0.8	-26	-1	-25
CC(=O)c1ccc(NC(=S)NC(NC(=O)c2ccco2)C(Cl)(Cl)Cl)cc1 (centres undefined)	0.9	-8	-1.2	16	-4	1.7	-43	-1	-6
COc1cc(C=O)cc(Br)c1OCC(N)=O	0.2	-14	1.9	17	-1	0.0	23	-2	8
CCOC(=O)c1cc2c(=O)n3cccc(C)c3nc2n(Cc2ccco2)c1=NC(=O)c1ccccc1	1.4	4	-0.7	-8	-19	0.5	6	x	-19
CCC(C)N1CC23C=CC(O2)C(C(=O)OCc2ccccc2)C3C1=O (centres undefined)	1.6	-7	1.6	-21	-11	1.1	-11	1	-5
O=C(CCCCCn1c(=S)[nH]c2cc3c(cc2c1=O)OCO3)N1CCN(C(=O)c2ccco2)CC1	-0.1	-21	-4.0	9	-20	-0.1	20	-4	5
COc1ccc(-c2nnc(Nc3ccc(CC(N)=O)cc3)c3ccccc23)cc1	-0.4	-14	-5.1	12	-8	-0.5	29	-7	-11
CC(C)OP(=O)(OC(C)C)C(Nc1ccccc1)c1ccc2c(c1)OCO2 (centres undefined)	-0.9	-16	-2.9	-2	29	-1.0	-6	1	-5
O=C1c2ccccc2C(Nc2ccc(Cl)cn2)N1c1cccnc1 (centres undefined)	-0.7	0	-1.3	6	8	-0.6	-5	-1	-8
Cc1ccc(NC(=S)Nc2ccc3nc(-c4ccccn4)c(-c4ccccn4)nc3c2)cc1C	1.0	-12	2.1	36	35	0.9	-4	-94	112*
O=C(CCc1c[nH]c2ccccc12)N=Nc1c(O)[nH]c2ccccc12	1.2	-3	-2.1	16	-3	0.7	-7	6	3
COC(=O)c1nn(-c2ccccc2)c(Cl)c1/C=N/OCc1ccc(Cl)cc1Cl	0.1	-10	-1.6	8	-19	-0.2	3	-1	10
COc1cc(NC(=S)N2CCN(c3ccccn3)CC2)cc(OC)c1OC	-0.8	-10	-0.8	0	-8	0.3	-2	0	-8
c1ccc(-c2csc(=Nc3cccnc3)n2CC2CCCO2)cc1 (centres undefined)	-1.9	-14	-1.7	6	-12	-0.1	15	1	-9
CS/C(=N\S(=O)(=O)c1cccs1)Nc1cccc(Cl)c1C	-2.1	-9	-0.7	-10	-8	-1.0	16	1	-34
O=C(O)CCC(=O)c1ccc2c(c1)OCCO2	0.0	-15	0.0	10	-18	1.1	3	0	-10
O=C(CCCC(=O)NC1CCCC1)NC1CCCC1	0.7	8	1.1	13	10	0.8	-11	4	-8
O=C(O)C1C2C=CC3(CN(CC(O)COc4ccccc4)C(=O)C13)O2 (centres undefined)	0.8	-20	0.7	8	-8	-0.6	25	-3	18

For reference, some entries already given.
SMILES	zfTRPN1 agonist	Mdm2 ligase inh	TNF necrop inh	PPC-1+TRAIL kill	EBV gp42 inh	TRPML3 ag	CHOP inhibitor	Runt-SMMHC FRET	NCF1 inh
COc1ccc(-c2nnc(Nc3ccc(CC(N)=O)cc3)c3ccccc23)cc1	-0.4	-14	-5.1	12	-8	-0.5	29	-7	-11
CC(C)OP(=O)(OC(C)C)C(Nc1ccccc1)c1ccc2c(c1)OCO2 (centres undefined)	-0.9	-16	-2.9	-2	29	-1.0	-6	1	-5
O=C1c2ccccc2C(Nc2ccc(Cl)cn2)N1c1cccnc1 (centres undefined)	-0.7	0	-1.3	6	8	-0.6	-5	-1	-8
Cc1ccc(NC(=S)Nc2ccc3nc(-c4ccccn4)c(-c4ccccn4)nc3c2)cc1C	1.0	-12	2.1	36	35	0.9	-4	-94	112*
O=C(CCc1c[nH]c2ccccc12)N=Nc1c(O)[nH]c2ccccc12	1.2	-3	-2.1	16	-3	0.7	-7	6	3
COC(=O)c1nn(-c2ccccc2)c(Cl)c1/C=N/OCc1ccc(Cl)cc1Cl	0.1	-10	-1.6	8	-19	-0.2	3	-1	10
COc1cc(NC(=S)N2CCN(c3ccccn3)CC2)cc(OC)c1OC	-0.8	-10	-0.8	0	-8	0.3	-2	0	-8
c1ccc(-c2csc(=Nc3cccnc3)n2CC2CCCO2)cc1 (centres undefined)	-1.9	-14	-1.7	6	-12	-0.1	15	1	-9
CS/C(=N\S(=O)(=O)c1cccs1)Nc1cccc(Cl)c1C	-2.1	-9	-0.7	-10	-8	-1.0	16	1	-34

(listing goes on)
SMILES	zfTRPN1 agonist	Mdm2 ligase inh	TNF necrop inh	PPC-1+TRAIL kill	EBV gp42 inh	TRPML3 ag	CHOP inhibitor	Runt-SMMHC FRET	NCF1 inh
Cc1cc(C(F)(F)F)nn1Cc1n[nH]c(=S)n1Cc1ccccc1	0.6	3	0.2	4	-14	0.1	-15	12	-23
O=S(=O)(NCc1ccccn1)c1ccc(F)cc1	-0.1	-20	1.3	0	-2	1.0	15	0	-5
CCSc1nc(-c2ccccc2)c(C#N)c(=O)[nH]1	1.0	-10	-1.9	5	-9	0.5	-17	5	-1
CCN(CC)C(=O)CSC1=Nc2ccccc2C2=NC(Cc3c[nH]c4ccccc34)C(=O)N12 (centres undefined)	-0.1	11	-0.6	-8	-12	-0.5	55	7	-18
CCC(C)N=CC1=C(O)C(C(=O)OC)C(C)(C)CC1=O (centres undefined)	0.1	-2	-2.3	26	-17	0.2	-10	-2	5
CN1C(=O)N(C)C2(c3ccccc3)Nn3c(s/c(=C/c4ccco4)c3=O)=NC12c1ccccc1 (centres undefined)	0.4	-21	-4.6	18	-17	0.0	21	-27	-46
C=CCNS(=O)(=O)c1cccc2cc(C(=O)O)c(O)cc12	-0.1	2	1.3	22	-1	0.7	-8	-237	-15
